Assay outcomes (PubChem)
RPL19A-GFP yeast = alters RPL19A-GFP fluorescence in TOR pathway yeast screen | percent response vs DMSO, % at 10 µM | actives 0.3% (n = 330,000) | AID 2025 | S. cerevisiae RPL19A-GFP strain, flow cytometry, 3 h; active compounds read low;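 active = percent response vs DMSO below 50%; inconclusive = fewer than 70 events counted for the yeast strain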;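 note: median channel GFP fluorescence of the barcoded RPL19A-GFP strain; ratio of sample median GFP to plate DMSO average so 100% = DMSO; lower means less RPL19A-GFP as with rapamycin TOR inhibition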
MEP2 TOR yeast = yeast TOR pathway MEP2-GFP modulation. S. cerevisiae MEP2-GFP strain, flow cytometry GFP, 3 h; 100% = DMSO control level. GFP response vs DMSO, % at 10 µM. actives 0.51% (n = 330,000). AID 2016;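 active = GFP response versus DMSO above a set limit, roughly screen mean plus 3 SD, cut at about 180% in these data; inconclusive = fewer than 70 cells counted for a yeast strain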;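 note: median GFP fluorescence of the barcode-gated MEP2-GFP cells per well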
LAP4 TOR yeast = yeast TOR pathway LAP4-GFP modulation; AID 2023; actives 0.34% (n = 320,000); S. cerevisiae LAP4-GFP multiplex, flow cytometry GFP, 3 h; median GFP as percent of DMSO wells; GFP response vs DMSO, % at 10 µM;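 active = GFP response vs DMSO above a set limit, about the screen mean plus 3 SD, cut at about 150% in these data; inconclusive = under 70 cell events counted for the yeast strain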
EBNA-1 inhibitor = blocks EBNA-1 binding to DNA. AID 1950. EBNA-1 DNA binding, fluorescence polarization. inhibition, % at 14.8 µM. actives 0.34% (n = 300,000); in the data active = inhibition above about 28%
AHR act = activators of human aryl hydrocarbon receptor; AHR-responsive luciferase reporter cells, luminescence; P35869; activation, % at 5 µM; actives 2.5% (n = 320,000); AID 2796; in the data active = activation above about 47%;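 note: 0% = vehicle wells and 100% = reference agonist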
procasp7 counter = counter-screen: procaspase-7 (human) activation. P55210. recombinant procaspase-7, Ac-DEVD-pNA absorbance 405 nm; D23A/D198A/D206A triple mutant, cannot self-cleave; scale: DMSO 0, 5 µM enzyme 100. activation, % at 8.5 µM. actives 0.093% (n = 330,000). AID 463210;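 active = percent activation above the screen-wide mean plus 3 SD, cut at about 25% in these data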
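Material: Procaspase-7 triple mutant (PC-7 D3A) | Quantity: 2 µM procaspase-7 mutant as dispensed | Reagent: DEVD-pNA substrate | Times: 1 h preincubation, 2 h reaction | Technique: 405 nm absorbance of p-nitroaniline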
procasp3 activ = procaspase-3 (human) activation. recombinant procaspase-3 D3A, Ac-DEVD-pNA absorbance 405 nm. activation, % at 8.5 µM. actives 0.11% (n = 330,000);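 active = activation above the mean of all tested compounds plus 3 SD, cut at about 21% in these data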;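 note: 0% = DMSO alone and 100% = DMSO wells spiked with extra 5 µM PC-3 D3A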
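assay system = Procaspase-3 D3A mutant | signal = absorbance at 405 nm, 0 and 120 min | times = 1 h preincubation plus 2 h reaction at 25 °C | repeats = single replicate | read-out = % activation between DMSO and enzyme-spiked controls | medium = Zinc-free HEPES saline buffer with Triton X-100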
ZTA DNA inh = blocks Epstein-Barr virus ZTA, an EBNA-1 counter-screen | ZTA-DNA binding, fluorescence polarization | inhibition, % at 11 µM | actives 0.15% (n = 320,000); in the data active = inhibition above about 33%
An asterisk follows results filed as active; ? = inconclusive; · = no result given; [ ] = dose if it differs, or a comment.

SMILES	RPL19A-GFP yeast	MEP2 TOR yeast	LAP4 TOR yeast	EBNA-1 inhibitor	AHR act	procasp7 counter	procasp3 activ	ZTA DNA inh
COc1ccccc1NC(=O)CN1CCN(C(=O)C2CCCO2)CC1 (stereo unspecified)	103	100	102	-4	0	-7	-2	0
CCCn1c(C)cc(C(=O)COc2ccc(-c3nnco3)cc2)c1C	101	96	84	-5	4	2	-10	-4
O=C(Nc1ccnn1C1CCN(Cc2ccc(C#CCCO)cc2)CC1)c1cccc(F)c1	99	92	95	5	-5	-1	3	4
CC(=O)Nc1ccccc1OCCOc1ccc(Br)cc1	103	103	100	13	-2	1	4	-4
CN1CCC(=NNC(=O)C(=O)NCc2ccccc2)CC1	99	115	101	7	0	0	1	12
CCOc1ccc(NC(=O)[C@@H](NC(=O)c2ccccc2Br)C(C)C)cc1	101	96	97	7	7	8	-2	-2
CCN(CC(=O)Nc1ccc(NC(C)=O)cc1)C(=O)c1cccc(Oc2ccccc2)c1	99	101	110	10	3	-2	-8	-3
Cc1csc(/N=C/c2ccc([N+](=O)[O-])cc2)n1	100	97	99	2	2	9	-2	12
Cc1cccc(-n2c(SCc3ccc(C#N)cc3)nnc2-c2c[nH]c3ccccc23)c1	104	99	98	-3	5	3	4	-10
CCCCc1c(C)[nH]c2nc3ccccc3n2c1=O	104	99	95	4	16	18	-1	-4

A few values from the list.
Under EBNA-1 inhibitor, CC(=O)Nc1ccccc1OCCOc1ccc(Br)cc1 shows 13
Under AHR act, O=C(Nc1ccnn1C1CCN(Cc2ccc(C#CCCO)cc2)CC1)c1cccc(F)c1 shows -5
Under RPL19A-GFP yeast, CCOc1ccc(NC(=O)[C@@H](NC(=O)c2ccccc2Br)C(C)C)cc1 shows 101

Some of these compounds in order of molecular weight, low to high.
SMILES	RPL19A-GFP yeast	MEP2 TOR yeast	LAP4 TOR yeast	EBNA-1 inhibitor	AHR act	procasp7 counter	procasp3 activ	ZTA DNA inh
CCCCc1c(C)[nH]c2nc3ccccc3n2c1=O	104	99	95	4	16	18	-1	-4
CN1CCC(=NNC(=O)C(=O)NCc2ccccc2)CC1	99	115	101	7	0	0	1	12
CCCn1c(C)cc(C(=O)COc2ccc(-c3nnco3)cc2)c1C	101	96	84	-5	4	2	-10	-4
CC(=O)Nc1ccccc1OCCOc1ccc(Br)cc1	103	103	100	13	-2	1	4	-4
CCOc1ccc(NC(=O)[C@@H](NC(=O)c2ccccc2Br)C(C)C)cc1	101	96	97	7	7	8	-2	-2
CCN(CC(=O)Nc1ccc(NC(C)=O)cc1)C(=O)c1cccc(Oc2ccccc2)c1	99	101	110	10	3	-2	-8	-3
O=C(Nc1ccnn1C1CCN(Cc2ccc(C#CCCO)cc2)CC1)c1cccc(F)c1	99	92	95	5	-5	-1	3	4

More entries follow:
SMILES	RPL19A-GFP yeast	MEP2 TOR yeast	LAP4 TOR yeast	EBNA-1 inhibitor	AHR act	procasp7 counter	procasp3 activ	ZTA DNA inh
COCCNC(=S)NCCc1ccc(Cl)cc1Cl	100	97	115	-12	-2	4	1	-8
O=C(COc1ccccc1)N1CCN(S(=O)(=O)Cc2ccccc2)CC1	100	102	92	3	2	5	7	6
CCC(CC)C(=O)Nc1cccc(S(=O)(=O)c2cccc(NC(=O)C(CC)CC)c2)c1	97	102	97	0	6	-1	-5	-10
Cc1ccc2cc(NC(=O)c3cccc(F)c3)ccc2n1	104	106	108	4	-4	0	1	6
COc1ccc(C=O)cc1COc1ccc(C)cc1[N+](=O)[O-]	97	99	96	0	9	11	1	-10
CC1CCCCC1NC(=O)/C(C#N)=C/c1ccccc1F (stereo unspecified)	102	90	110	8	-3	1	2	-10
O=C(NC1CCC(O)CC1)c1ccc(NS(=O)(=O)c2cccc([N+](=O)[O-])c2)cc1 (stereo unspecified)	98	110	98	·	3	-1	2	-20
COc1ccc(C(=O)c2c(-c3ccc(OC)cc3)oc3ccc(-c4ccc(OC)nc4)cc23)cc1	96	92	108	1	0	-3	-10	26
O=C(CN(CC1CCCO1)C(=O)CNS(=O)(=O)c1ccc(F)cc1)NCc1ccco1 (stereo unspecified)	102	96	114	4	3	6	16	3
O=c1nc(-c2ccccc2)c2cc(Br)ccc2[nH]1	106	108	95	-6	10	-7	5	-13
COc1ccc(OCCOC(=O)CCS(=O)(=O)c2ccc(C)cc2)cc1	87	94	104	-11	-1	10	0	1
CCC(C)[C@H]1CN=C(N)N1CC1CCCCC1 (stereo partly specified)	98	98	96	2	-2	10	-5	7
O=C(N/N=C/c1cccc(Oc2ccccc2)c1)c1cc[n+]([O-])cc1	106	111	92	-2	3	9	7	-17
N#C/C(=C\c1ccc(N2CCOCC2)o1)C(=O)NC1CCCCC1	94	106	109	-4	-6	-32	-45	-2
CCN(C(=O)c1cn(C)c(=O)c2cc(OC)c(OC)cc12)c1cc(OC)ccc1OC	99	96	105	0	5	14	-3	8
O=C(C1CC1)N1CCN(c2nc3ccccc3s2)CC1	99	100	109	7	-3	-3	11	5
O=c1[nH]c(NC2CCCCC2)nnc1Cc1ccccc1	101	106	101	9	1	-8	0	-5
COc1ccc(N(CC(=O)NCCC2=CCCCC2)S(C)(=O)=O)cc1OC	?	93[may fluoresce red and violet]	?	12	1	0	5	23
CCC(CC)C(=O)Nc1ccc(S(=O)(=O)Nc2nccs2)cc1	95	98	92	-9	1	1	6	-10
O=C(Nc1cc2c3c(c1)CC(=O)N3CCC2)c1ccccc1C(F)(F)F	105	102	98	6	-3	14	3	3

Limited to RPL19A-GFP yeast, for some of the entries so far:
structure	RPL19A-GFP yeast
O=c1[nH]c(NC2CCCCC2)nnc1Cc1ccccc1	101
COc1ccc(N(CC(=O)NCCC2=CCCCC2)S(C)(=O)=O)cc1OC	?

(cont.)
SMILES	RPL19A-GFP yeast	MEP2 TOR yeast	LAP4 TOR yeast	EBNA-1 inhibitor	AHR act	procasp7 counter	procasp3 activ	ZTA DNA inh
COc1ccc(Cl)cc1NC(=S)NCCc1ccc(S(N)(=O)=O)cc1	93	97	92	0	6	-3	2	-2
COc1cccc(NC(=O)CCC2CCN(C(=O)Cc3cccc(F)c3)CC2)c1	108	98	96	0	3	4	1	-3
N/C(Cc1ccc([N+](=O)[O-])cc1)=N\OC(=O)c1ccc([N+](=O)[O-])cc1	96	105	108	-7	5	1	-15	-1
Cc1ccc(NC(=O)CN(C)C(=O)COC(=O)COc2ccc(C#N)cc2)cc1	95	99	103	-2	2	7	4	-5
CSCC[C@H](NC(=O)N1CCn2c1nc1ccccc12)C(=O)NCC1CCCO1 (stereo partly specified)	98	99	99	-1	1	-13	3	3
COCc1cc(C)nc(OC)c1C(N)=O	104	105	101	5	3	5	-2	-7
Nc1ccccc1NC1=CC(=O)CC(c2ccco2)C1 (stereo unspecified)	86	92	86	4	6	2	7	1
CCOC(=O)CC(NC(=O)c1ccccc1)c1ccc(OC)cc1 (stereo unspecified)	90	86	89	4	0	7	0	8
O=C1CC(N2CCN(S(=O)(=O)c3ccc(Cl)cc3)CC2)C(=O)N1CCc1ccccc1 (stereo unspecified)	93	100	95	-16	1	-7	-8	-4
CC(C)Sc1nnc([C@@H]2CCCN2C(=O)OC(C)(C)C)o1	107	107	115	-3	1	8	-3	-15
CCN1CCN(c2ccc(S(=O)(=O)N3CCCCC3)cc2N)CC1	95	121	114	·	0	-1	-3	-1
Cc1ccc(C(=O)NC2CCCCNC2=O)cc1 (stereo unspecified)	95	91	107	7	2	8	1	3
COc1ccc(C(=O)Nc2nncs2)c(OC)c1	101	105	110	3	4	-8	5	4
COc1cc(/C=C2\SC(=S)NC2=O)ccc1OS(=O)(=O)c1ccccc1	101	95	100	9	-1	6	0	20
COc1ccc(NC(=S)NCc2ccc(Cl)cc2)c(OC)c1	106	109	93	-17	2	7	3	1
O=C(c1ccc(-c2nnc(Nc3cccc(Cl)c3)c3ccccc23)cc1)N1C[C@H]2C[C@H](C1)c1cccc(=O)n1C2	106	115	100	-7	-4	-3	2	0
O=C(O)c1ccccc1C(=O)Nc1n[nH]c(=S)s1	99	108	96	5	1	-29	-18	10
Cc1ccc(CNC(=O)CS(=O)Cc2nc(-c3cccs3)oc2C)cc1 (stereo unspecified)	102	102	104	0	5	9	-2	2
Fc1ccc(Nc2ncnc3sccc23)cc1	97	111	105	7	3	1	5	10
CC1(c2nnc(Cc3ccccc3)o2)CC(c2ccc(F)cc2)=NO1 (stereo unspecified)	·	·	·	-11	0	5	-10	-24
COc1ccc(S(=O)(=O)N2CCN(C(=O)c3oc4ccccc4c3C)CC2)cc1	87	99	97	-4	7	2	8	3
CC(NC(=O)CN(C)Cc1nc2ccccc2c(=O)[nH]1)c1ccccc1 (stereo unspecified)	105	107	102	-6	0	5	8	-5
O=C(N/N=C/C(Cl)=C\c1ccccc1)c1cnccn1	97	94	98	5	1	-5	-4	5
O=C1c2ccccc2C(=O)N1CCc1ccccn1	97	100	97	9	99*	4	1	14
O=C(NCC1CC1)Nc1cccc(Cl)c1	108	107	106	-4	11	-10	-8	-10
O=Cc1ccc(N2CCCC2)c([N+](=O)[O-])c1	92	94	88	1	1	-2	-2	7
CCCCN(C(=O)C(C)Oc1cccc(Cl)c1)c1c(N)n(CCC)c(=O)[nH]c1=O (stereo unspecified)	103	101	100	-5	4	11	-4	10
CCC(C(=O)Nc1ccsc1C(=O)OC)c1ccccc1 (stereo unspecified)	97	93	102	15	1	2	3	14
Cc1ccc(S(=O)(=O)NNC(=O)Nc2ccccc2F)c(C)c1	102	103	101	6	2	1	1	0
c1ccc(OCc2nc3ccccc3s2)cc1	101	105	102	0	16	5	3	10
Cc1cc(C(=O)COC(=O)c2ccc(CO)cc2)c(C)n1CC1COc2ccccc2O1 (stereo unspecified)	105	102	96	5	-3	-1	13	15
CCCn1c(N2CCN(CC(=O)c3c(C)n(C)c4ccccc34)CC2)nc2c1c(=O)[nH]c(=O)n2C	96	84	80	3	-1	-10	-8	0
CCCn1nnc(NC(=O)c2cc(Br)cc(Br)c2OC)n1	101	108	103	-24	1	-1	5	-2
Cc1ccc2oc(=O)cc(/C=C/c3ccccc3)c2c1	105	86	94	2	9	1	-3	-15

Three of the entries above in order of their number in procasp3 activ, lowest first:
| Compound | procasp3 activ |
| --- | --- |
| CCCn1c(N2CCN(CC(=O)c3c(C)n(C)c4ccccc34)CC2)nc2c1c(=O)[nH]c(=O)n2C | -8 |
| CCCn1nnc(NC(=O)c2cc(Br)cc(Br)c2OC)n1 | 5 |
| Cc1cc(C(=O)COC(=O)c2ccc(CO)cc2)c(C)n1CC1COc2ccccc2O1 (stereo unspecified) | 13 |
